# Source: PubChem BioAssay (National Center for Advancing Translational Sciences (NCATS))
# uPA generation = cell surface uPA generation inhibition; cell surface uPA generation assay, qHTS; Potency, µM (top dose mostly 38.3 µM), for the others: top-dose activity change, negative = inhibition, usual class: inhibitors; actives 0.31% (n = 330,000); active means well fitted inhibition curve with a large enough effect; inconclusive means small, poorly fitted or top-dose-only effect; inactive means no such curve, though single readings can be large or run the other way; tested in mouse RAW 264.7 cells; further: potency means the concentration at half of the fitted maximal effect; nearly all actives have a fitted effect of over 55% in size
# GALK inhibitor = inhibitors of human galactokinase | Potency, µM (doses to about 57.5 µM), inactives show at the highest dose activity change, negative = inhibition, actives largely listed as inhibitors | Purified GALK, Kinase-Glo residual ATP luminescence | actives 0.007% (n = 270,000) | AID 1868 | P51570; further: potency means the concentration at half of the fitted maximal effect
# Target sequence (P51570 whole entry, looked up): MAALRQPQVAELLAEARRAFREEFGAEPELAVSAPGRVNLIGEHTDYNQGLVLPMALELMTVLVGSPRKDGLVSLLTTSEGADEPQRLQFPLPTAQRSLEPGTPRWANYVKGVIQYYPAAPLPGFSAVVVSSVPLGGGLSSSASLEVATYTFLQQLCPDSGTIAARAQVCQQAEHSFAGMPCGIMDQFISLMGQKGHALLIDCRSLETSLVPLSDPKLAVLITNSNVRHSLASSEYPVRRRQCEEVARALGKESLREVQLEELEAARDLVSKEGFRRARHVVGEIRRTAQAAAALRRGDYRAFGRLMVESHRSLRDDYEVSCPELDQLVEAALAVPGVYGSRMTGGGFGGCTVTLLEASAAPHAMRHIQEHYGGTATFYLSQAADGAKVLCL
#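 Galactose (100 uM) and ATP (35 uM) were turned over by 5 nM GALK for 1 h at RT. Kinase-Glo Plus then converted the remaining ATP into a luminescent signal.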
# USP2a block = blocks human ubiquitin-specific protease USP2a; O75604; USP2 core, Ub-CHOP2 coupled fluorogenic reporter, 485/531; Potency, µM (top dose mostly 38.3 µM), for the others: at the highest dose activity change, negative = inhibition, hits mostly inhibitors; actives 0.01% (n = 330,000);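 further: potency means the concentration at half of the fitted maximal effect; plate controls were DMSO wells for no effect and full inhibition by NEM control for full effect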
# Target sequence (O75604 whole entry, looked up): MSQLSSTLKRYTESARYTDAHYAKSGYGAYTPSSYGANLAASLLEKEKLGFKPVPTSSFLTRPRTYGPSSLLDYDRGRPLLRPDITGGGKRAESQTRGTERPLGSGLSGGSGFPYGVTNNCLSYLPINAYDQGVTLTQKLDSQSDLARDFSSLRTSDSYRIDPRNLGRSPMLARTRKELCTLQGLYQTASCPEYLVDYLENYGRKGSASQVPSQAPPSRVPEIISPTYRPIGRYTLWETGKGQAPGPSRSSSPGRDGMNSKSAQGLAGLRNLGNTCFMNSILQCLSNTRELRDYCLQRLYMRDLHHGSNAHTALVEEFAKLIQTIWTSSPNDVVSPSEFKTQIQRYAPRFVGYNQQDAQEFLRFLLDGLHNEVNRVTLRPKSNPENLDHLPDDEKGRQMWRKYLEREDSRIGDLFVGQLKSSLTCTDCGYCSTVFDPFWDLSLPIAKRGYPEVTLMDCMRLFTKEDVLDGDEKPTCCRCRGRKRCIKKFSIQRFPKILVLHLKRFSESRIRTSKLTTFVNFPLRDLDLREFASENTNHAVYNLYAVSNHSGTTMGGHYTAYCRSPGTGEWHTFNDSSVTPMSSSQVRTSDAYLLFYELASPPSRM
#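 USP2 core (10nM final) preincubated 30min RT with compound in 20mM Tris-HCl pH 8.0, 2mM CaCl2, 2mM beta-mercaptoethanol, 0.05% CHAPS; 25nM Ub-CHOP2 plus 25nM reporter substrate added, fluorescence (Ex485/Em531) read after 60min.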
# hERG WT inh = KCNH2 (human, wildtype) channel inhibition. Q12809. U2OS, BacMam KCNH2, thallium flux FluxOr; active compounds read low. activity change, % at 1.84 µM. actives 0.37% (n = 340,000). AID 720551;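 active means maximum activity change below -70%; inconclusive means maximum activity change between -70% and -50%; inactive means maximum activity change above -50%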
#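 U2OS cells transduced with wild-type KCNH2 virus are loaded with FluxOr dye for 45 min, and thallium flux is measured in kinetic reads before and after stimulation buffer. Rate constants are normalized to DMSO controls.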
# BCR signal inh = blocks chronic active B-cell receptor signaling | ABC-DLBCL IkBa-CBG/CBR reporter, luminescence ratio, 4 h | Potency, µM (highest dose often 46.1 µM), for inactives: at the highest dose ratio change, negative = lower green/red ratio, most hits filed as inhibitors | actives 0.05% (n = 340,000); active means well fitted inhibition curve with a large enough effect in the signal ratio, with a control signal flat, not every such curve was filed as active; inconclusive means small, poorly fitted or top-dose-only effect, or effect the other way, or a change in a side signal; the % refers to the signal ratio;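 further: potency means the concentration at half of the fitted maximal effect; plate controls were basal doxycycline-induced cells for no effect and cells given 10 µM MG132 for full effect; MG132 reads +100%, hits lower the ratio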
#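 Concentration-response series (up to 46 uM) were applied to TMD8 dual-reporter cells for 4 h at 37C with doxycycline. Green/red ratio, after filter-overlap correction, defined %Activity; red signal alone was normalised to basal cells and zero luminescence.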
# Coupling enz = coupling enzyme interference in Giardia aldolase counter-screen | AID 2472 | activity change, negative = inhibition, % at 58.2 µM, hits read low | coupling enzyme system counterscreen, AmpLite Red fluorescence | actives 0.67% (n = 290,000); in the data active means activity change below about -30%
#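 Fluorescence at 525 nm excitation and 598 nm emission measured inhibition of the coupled detection system without aldolase. Compounds (at 57.5 uM final) were preincubated 10 min at room temperature with coupling enzyme reagent before a 20 min substrate/AmpLite Red step.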
# Eya2 phos inh = Eya2 (human) phosphatase inhibition; O00167; recombinant Eya2, OMFP fluorescence dephosphorylation (OMFP is methylfluorescein phosphate); AID 488837; actives 0.006% (n = 330,000); Potency, µM (titrated, usually from 76.9 µM), without a hit: at the highest dose activity, negative = inhibition, usual class: inhibitors; further: potency means the concentration at half of the fitted maximal effect
#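 Eya2 protein (added as 0.2 uM solution) was preincubated with compound for 10 min at ambient temperature in 50 mM HEPES pH 7.5, 50 mM NaCl, 5 uM MgCl2, 0.05% BSA, 1 mM DTT. OMFP (added at 50 uM) then reacted 10 min; fluorescence read at 485/525 nm.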
# KCNH2 3.1 inh = KCNH2 3.1 (human) potassium channel inhibition; U2OS KCNH2 3.1, thallium flux FluxOr; active compounds read low; activity change, % (tested at about 1.8 µM); actives 0.95% (n = 340,000); AID 720553;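 active means maximum activity change below -70%; inconclusive means maximum activity change from -70% to -50%; inactive means maximum activity change above -50%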;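 further: thallium influx rate constant from kinetic fluorescence after stimulation buffer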
#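 Thallium flux read-out: FluxOr dye with Red40 quencher in HBSS/HEPES, 45 min at RT. Rate constants from kinetic reads were normalized to positive and negative DMSO controls. Cells: U2OS virally expressing the 3.1 isoform.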
# Giardia kill = Giardia lamblia killing. Giardia lamblia trophozoite viability. activity change, % at 7.66 µM, hits read low. actives 0.15% (n = 340,000). AID 540267; in the data active means activity change below about -80%; inconclusive means between about -30% and that limit;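 further: parasites exposed to compound for two days anaerobically before the ATP read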
#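 Each well holds 100 Giardia trophozoites and compound. After two days (48 hrs) at 37 deg C in anaerobic conditions, ATP is quantified by luminescence.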
# B2AR arrestin = beta2AR (human) beta-arrestin recruitment activity | beta-arrestin recruitment to beta2AR, cell-based reporter | Potency, µM (doses to about 46.1 µM), for inactives: top-dose activation, actives largely listed as activators | actives 0.02% (n = 330,000) | AID 492947 | P07550;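 further: potency means the concentration at half of the fitted maximal effect; 0% = DMSO controls and full agonism = EC100 isoproterenol or metaproterenol; nearly all actives have a fitted effect of over 65% in size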
# PKM2 act = increases activity of human pyruvate kinase M2. purified PKM2, Kinase-Glo ATP luminescence, activation; response scale: 0% is enzyme alone, no compound. AID 1631. P14618. Potency, µM (doses to about 57.5 µM), for the others: at the top dose activation, hits mostly activators. actives 0.34% (n = 260,000); further: potency means the concentration at half of the fitted maximal effect; nearly all actives have a fitted effect of over 55% in size
#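 Kinase-Glo luminescence reports ATP generated from ADP (0.1 mM) and PEP (0.5 mM) by purified hPK-M2 after 1 h at room temperature, pH 7.2 imidazole buffer; intermediate enzyme activity allows detecting inhibitors and activators.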
# Starred values were filed as active, the others as inactive; u = inconclusive; x = not tested or not shown; [ ] = dose if it differs, or a comment. Unless noted, the call rests on the fitted dose curve; in most records, active means well fitted curve in the direction sought with a large enough effect; inconclusive means small, poorly fitted or top-dose-only effect, or another doubt; inactive means no such curve, though single readings can be large; an effect the other way counts as inactive or inconclusive. Unless noted, on the % scale 0 is the no-effect control and ±100 the full control effect. No enrichment for hits, and some 2.4% of all compounds hit somewhere here.
SMILES	uPA generation	GALK inhibitor	USP2a block	hERG WT inh	BCR signal inh	Coupling enz	Eya2 phos inh	KCNH2 3.1 inh	Giardia kill	B2AR arrestin	PKM2 act
Cc1ccc2c(CC(=O)NNC(=O)c3ccccc3O)coc2c1	0%	x	0%	-2	u	x	-13%	4	-3	0.3%	x
O=C(CN1C(=O)CC(c2ccccc2)S(=O)(=O)c2ccccc21)NC1CCCC1 (configuration not stated)	1%	1%	3%	2	-12%	1	1%	18	-4	-0.1%	11%
CC(=O)C1=C(O)C(=O)N(Cc2ccco2)C1c1ccc2c(c1)OCO2 (configuration not stated)	1%	-1%	6%	-14	6%	0	-14%	-4	-3	0.0%	3%
O=C(Cn1cc([N+](=O)[O-])cn1)NCCc1nc2ccccc2[nH]1	2%	1%	5%	1	u	1	1%	10	2	0.1%	x
CCOC(=O)C1CCN(Cc2cnc(Oc3ccc(C(C)(C)C)cc3)s2)CC1	6%	-1%	-1%	-27	13%	-5	-11%	-17	3	-0.5%	-4%
Oc1ccccc1N1CCN(CC(O)COCc2ccccc2Cl)CC1 (configuration not stated)	7%	15%	-1%	6	u	0	-11%	-4	21	0.2%	-2%
Cc1cc(NC(=O)c2cc(-c3cccs3)on2)no1	x	3%	0%	-9	u	4	-6%	10	6	-0.8%	6%
COc1ccccc1N(C)S(=O)(=O)c1ccc(C(=O)OCC(N)=O)cc1	1%	6%	-1%	-7	0%	1	u	-5	u	0.3%	1%
COc1ccc(C(=O)NCC(=O)OCC(=O)Nc2c(C)n(C)n(-c3ccccc3)c2=O)cc1	-2%	-1%	0%	-4	19%	1	15%	0	-4	-0.1%	-2%
O=C(c1cn(-c2ccccc2)nc1-c1ccccc1)n1nnc2ccccc21	-3%	-1%	-2%	10	8%	-2	2%	-6	-21	-0.2%	-4%
CCCC1Cc2c(sc(NC(=S)NC(=O)c3ccccc3)c2C#N)CO1 (configuration not stated)	x	-4%	0%	x	0%	1	-9%	x	x	-0.5%	0%
CCOC(=O)C1CCN(C(=O)C(=O)N2CCC(C(=O)OCC)CC2)CC1	2%	-2%	1%	-4	-7%	0	-6%	0	u	2.9%	-2%
COC(=O)c1cc(NC(=O)CSc2nc(C)cc(=O)[nH]2)cc(C(=O)OC)c1	5%	0%	1%	35	19%	9	-27%	7	-9	0.1%	-20%
O=C(CSc1nc2ccccc2c(=O)[nH]1)N1CCCCCC1	1%	0%	1%	-17	7%	4	7%	-17	33[activator]	-0.5%	-1%
Cc1ccc(S(=O)(=O)NCCc2nnc3ccc(SCC(=O)Nc4nc5ccccc5s4)nn23)cc1	x	-1%	0%	x	u	5	5%	x	x	0.1%	3%
COc1cc(OC)c(OC)cc1CN1CCN(Cc2ccc(SC)cc2)CC1	-18%	3%	1%	x	-3%	-1	0%	-12	7	0.4%	1%
Cc1nc(Nc2ccccc2)c2oc3ccc(Cl)cc3c2n1	-2%	-2%	-2%	-7	u	0	5%	12	4	-0.1%	x
CCNC(=O)NC(=O)COc1ccccc1C#N	-14%	1%	4%	3	u	4	-13%	-9	4	-0.1%	5%
COc1ccc2c(c1)N(S(=O)(=O)c1ccccc1)CCC2=O	1%	1%	-6%	2	-5%	-5	4%	-1	-2	-0.1%	-3%
CCC(C)n1cnc2c(c1=O)c1nc3ccccc3nc1n2Cc1ccc2c(c1)OCO2 (configuration not stated)	x	5%	0%	x	0%	0	8%	x	x	0.2%	-3%
CCc1ccccc1NC(=O)CSc1nnc([C@@H]2CCCN2C(=O)OC(C)(C)C)o1	1%	4%	1%	-9	u	-1	20%	14	10	0.2%	-3%
COc1ccc2c(c1)[C@H]1[C@H](CO2)[C@H](c2ccccc2)[C@]2(C)C(=O)Nc3ccc(F)cc3C(=O)N12	u	x	-10%	x	u	x	u	x	9	0.2%	x
Cc1ccc(C)c(S(=O)(=O)N2CCCOC2CNC(=O)C(=O)NC2CC2)c1 (configuration not stated)	6%	5%	1%	21	3%	x	-7%	18	2	-0.5%	-4%
COc1ccc(CNC(=O)COC(=O)Cc2ccc(Cl)cc2Cl)cc1	-41%	-3%	1%	8	1%	-1	1%	-3	-6	-0.4%	-16%
CC(C)(C)c1ccc(C(=O)NNc2cc(N3CCOCC3)nc(N3CCOCC3)n2)cc1	-4%	5%	-1%	2	-20%	0	12%	4	18	-0.1%	-13%
CCCCNC(=S)N1CCN(C(c2ccccc2)c2ccccc2)CC1	-4%	-1%	-11%	-3	u	-3	u	-8	6	0.0%	-20%
Cc1csc(=N)n1-c1ccc(Cl)cc1	-4%	1%	-5%	-17	u	-18	2%	0	-11	0.0%	13%
NC(=O)C1CCCN(Cc2c(C(=O)N3CCc4ccccc4C3)nc3ccc(Cl)cn23)C1 (configuration not stated)	-2%	1%	-2%	-7	1%	-1	11%	-10	14	-0.8%	-2%
CN(C)CCCNC(=O)c1cc(Br)ccc1Cl	x	1%	2%	12	13%	1	34%	-4	-12	-0.6%	-4%
CC(=O)N1c2ccccc2NC2=C(C(=O)CC(C)(C)C2)C1c1cccn1C (configuration not stated)	4%	0%	1%	-7	-9%	0	8%	5	5	0.0%	1%
Cc1ccc(S(=O)(=O)N2CCOCC2)cc1C(=O)NC1CCCCCC1	0%	-2%	0%	12	2%	-2	4%	6	-3	-0.1%	-2%
O=C1c2ccccc2C(=Nc2ccccc2)C1c1cccc(Br)c1 (configuration not stated)	x	-3%	3%	2	4%	-2	-4%	22	-12	-0.1%	3%
CN(NS(=O)(=O)c1ccccc1)c1nc2ccccc2nc1C(F)(F)F	-1%	-1%	0%	0	12%	1	7%	-10	-20	0.2%	4%
Cc1cc(N2CCOCC2)nc(SCC(=O)c2ccc(Cl)cc2)n1	4%	-2%	u	1	-1%	-1	-2%	-13	-6	0.3%	0%
Cc1nn(-c2ccccc2)nc1C(=O)Nc1nnc(C(F)(F)F)s1	6%	4%	0%	-2	-3%	-9	6%	-14	-25	0.2%	0%
CC(=O)c1cccc(NC(=O)c2oc(C)nc2C)c1	x	1%	1%	-1	-5%	0	-1%	-1	1	0.0%	-1%
Cc1cc(C)n(CCC(=O)N=Nc2c(O)[nH]c3ccccc23)n1	3%	x	1%	-2	-2%	1	-3%	2	0	-0.7%	-8%
NC(=O)C1CCN(C(=O)CCNS(=O)(=O)c2cc(Br)cnc2N)CC1	-3%	-1%	-1%	-2	1%	5	5%	-22	45[activator]	-0.2%	x
Clc1ccc(N2CCN(Cc3ccc(Br)o3)CC2)cc1	-1%	-3%	-1%	-3	1%	-1	0%	12	11	0.2%	0%
O=C1/C(=C/c2ccncc2)Oc2cc(OS(=O)(=O)c3ccccc3)ccc21	u	-8%	1%	-26	10%	-2	1%	13	1	-0.4%	11%
CN(C)C1(CNC(=O)C2CCN(S(=O)(=O)c3c(Cl)cccc3Cl)CC2)CCCCC1	-3%	x	0%	16	0%	x	21%	-34	5	-0.4%	x
O=C(NNc1ccc(-c2csnn2)cc1)c1cc(Cl)cc(Cl)c1	-4%	3%	1%	0	-6%	0	-10%	-5	-8	-0.8%	-2%
CC(C)C[C@@H](COc1ccccc1)N1CCN(Cc2ccccc2)CCC1=O	8%	x	0%	17	u	0	-15%	-12	13	-0.8%	0%
O=S(=O)(Nn1cnnc1)c1ccc(F)cc1	-6%	3%	2%	0	0%	-1	-4%	3	-4	-0.2%	0%
Cc1noc(C)c1COc1ccc(C(=O)NCC(c2c(F)cccc2Cl)N(C)C)cc1 (configuration not stated)	-7%	x	-1%	12	2%	x	13%	-5	-12	-0.8%	x
C[C@H]1CN([C@@H](C)CO)C(=O)c2cccc(NC(=O)c3ccc(-c4nccs4)cc3)c2O[C@@H]1CN(C)C(=O)NC1CCCCC1	-2%	x	0%	3	u	x	22%	0	3	0.0%	x
CC(=O)NCCC(=O)Nc1nc(-c2ccccc2Cl)cs1	2%	-1%	3%	2	12%	-2	-5%	-5	2	0.0%	-22%
CCC1CCCCN1CCCNC(=O)CCC(=O)N1CC(C)Oc2ccccc21 (configuration not stated)	4%	x	-1%	4	2%	2	6%	19	-5	1.1%	0%

# Reprinted at random: 2 compounds from above.
SMILES	uPA generation	GALK inhibitor	USP2a block	hERG WT inh	BCR signal inh	Coupling enz	Eya2 phos inh	KCNH2 3.1 inh	Giardia kill	B2AR arrestin	PKM2 act
NC(=O)C1CCN(C(=O)CCNS(=O)(=O)c2cc(Br)cnc2N)CC1	-3%	-1%	-1%	-2	1%	5	5%	-22	45[activator]	-0.2%	x
CC(C)C[C@@H](COc1ccccc1)N1CCN(Cc2ccccc2)CCC1=O	8%	x	0%	17	u	0	-15%	-12	13	-0.8%	0%
